Source: PubChem
HMGR II inh = inhibitors of E. faecalis class II HMGR, primary screen, biochemical, Enterococcus faecalis | AID 1066, 2008 | inhibition, % at 10 µM | purified E. faecalis HMGR, NADPH absorbance 340 nm kinetic | 190,000 tested, 0.41% active;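 active means inhibition above a set limit, the median over all tested compounds plus 3 SD, cut at about 9.5% in these data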;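 further: enzyme runs in reverse so mevalonate oxidation gives rising NADPH absorbance; 0% = complete reaction with DMSO and 100% = background rate lacking mevalonate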
PPARg SRC1 recr = PPARgamma agonists recruiting SRC-1 coactivator, primary screen, biochemical. Peroxisome proliferator-activated receptor gamma (Homo sapiens), P37231. PPARgamma-SRC-1 coactivator recruitment biochemical assay. activation, % at 8 µM. 200,000 tested, 0.41% active. AID 631, 2007; in the data active means activation above about 19%;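 further: 0% = DMSO and 100% = reference agonist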
Target sequence (P37231 whole entry, looked up): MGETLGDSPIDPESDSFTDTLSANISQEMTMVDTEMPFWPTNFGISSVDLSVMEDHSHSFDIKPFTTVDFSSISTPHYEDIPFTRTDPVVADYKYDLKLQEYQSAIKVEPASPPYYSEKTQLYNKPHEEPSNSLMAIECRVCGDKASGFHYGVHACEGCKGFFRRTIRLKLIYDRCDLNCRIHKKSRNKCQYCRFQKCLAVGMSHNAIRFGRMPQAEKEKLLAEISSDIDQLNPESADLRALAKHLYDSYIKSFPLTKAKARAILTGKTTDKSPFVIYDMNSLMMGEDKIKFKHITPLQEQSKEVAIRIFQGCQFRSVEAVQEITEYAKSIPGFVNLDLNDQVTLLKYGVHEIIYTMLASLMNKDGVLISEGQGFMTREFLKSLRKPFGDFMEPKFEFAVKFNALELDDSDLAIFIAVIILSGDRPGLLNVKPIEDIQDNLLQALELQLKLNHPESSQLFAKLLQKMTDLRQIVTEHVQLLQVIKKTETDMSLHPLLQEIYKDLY
DTT redox prof = compounds producing H2O2 with reducing agent – biochemical, NIH compound library profiling, artefact control for MLSCN library redox annotation, primary screen; DTT-dependent redox cycling H2O2, phenol red/HRP absorbance; 100% = 100 µM peroxide control, 0% = buffer; 200,000 tested, 0.03% active; activation, % at 10 µM;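 active means activation of at least 50% relative to the plate's high and low controls in the primary single-dose screen; inactive means activation below 50%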;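 further: compound incubated with DTT at 0.8 mM final as the reducing agent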
PPARg SRC2 recr = agonists of PPARg-SRC-2 recruitment, primary screen, biochemical, HTS; 200,000 tested, 0.34% active; AID 1032, 2008; activation, % at 8 µM; PPARgamma LBD-SRC-2 recruitment; in the data active means activation above about 22%;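 further: 0% = vehicle and 100% = reference agonist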
bIAP inhibitor = bovine intestinal alkaline phosphatase inhibitors, primary screen, selectivity assay for TNAP inhibitor project, biochemical, bovine IAP, CDP-star luminescence; inhibition, % at 20 µM; AID 1019, 2008; alkaline phosphatase, intestinal [Bos taurus]; purified bovine IAP, 30 min; 190,000 tested, under 10 active;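 active means over 50% inhibition of intestinal alkaline phosphatase at 20 µM in the single-dose screen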
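Assay system – bovine IAP enzyme · Quantity – bovine IAP at 1/65,000,000 final dilution · Detection – CDP-star luminescence signal · Times – 30 min reaction at room temperature · Also added – CDP-star substrate at 30 µM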
ROMK primary = ROMK potassium channel modulators, primary screen, cell-based, thallium flux, MLSMR library; ATP-sensitive inward rectifier potassium channel 1 (Homo sapiens), P48048; B-score at 10 µM; Tet-inducible ROMK, thallium flux fluorescence; actives lie on both sides; 130,000 tested, 2% active;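 active means signal ratio slope over the read window, or its plate-corrected B-score, at least 3 SD from the plate mean, either direction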;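 further: B-score of the F/F0 ratio slope over 7 to 12 s after thallium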
Lmaj promast = Leishmania major promastigote growth inhibition, primary screen; Leishmania major promastigotes, resazurin fluorescence viability; AID 1063, 2008; 200,000 tested, 9% active; inhibition, % at 10 µM; in the data active means inhibition above about 50%;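 further: promastigotes grown with compound for 44 hours at 28 °C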
PPARg SRC-3 ag = PPARgamma agonists recruiting SRC-3 coactivator, primary screen, biochemical; Peroxisome proliferator-activated receptor gamma (Homo sapiens), P37231; biochemical PPARgamma/SRC-3 coactivator recruitment assay; activation, % at 8 µM; 200,000 tested, 0.26% active; in the data active means activation above about 23%;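 further: 0% = DMSO and 100% = reference agonist; some compounds past the cut are filed as inactive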
S1P3 antag = S1P3 receptor antagonists, primary screen, cell-based | inhibition, % at 4.98 µM | 170,000 tested, 0.27% active | CHO S1P3 NFAT-BLA reporter, FRET fluorescence, antagonist mode;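 active means inhibition above the plate cutoff, the mean inhibition of test wells on that plate plus 3 SD, cut at about 28% in these data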;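 further: cells challenged with S1P at its EC80 of 0.8 µM; blue over green emission ratio from cleaved BLA substrate after 4 h stimulation; 0% = S1P-stimulated wells and 100% = unstimulated DMSO-only wells; some compounds past the cut are filed as inactive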
Target sequence (Q99500 whole entry, looked up): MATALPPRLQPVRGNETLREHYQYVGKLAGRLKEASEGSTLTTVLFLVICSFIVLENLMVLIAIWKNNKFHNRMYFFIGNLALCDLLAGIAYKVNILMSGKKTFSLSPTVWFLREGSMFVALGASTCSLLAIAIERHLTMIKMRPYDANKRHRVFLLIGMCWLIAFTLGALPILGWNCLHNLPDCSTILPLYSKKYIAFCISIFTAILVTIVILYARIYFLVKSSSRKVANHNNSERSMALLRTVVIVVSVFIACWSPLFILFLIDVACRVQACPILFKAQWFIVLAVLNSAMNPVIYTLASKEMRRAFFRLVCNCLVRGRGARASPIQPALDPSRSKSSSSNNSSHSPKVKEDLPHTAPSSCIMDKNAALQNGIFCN
TR-FRET SRC-2 ct = TR-FRET signal artefacts, primary screen, artefact control for PPARgamma SRC-2 agonist project, biochemical. 200,000 tested, 0.4% active. TR-FRET artefact counter-screen; hits give high values. TR-FRET ratio at 8 µM; in the data active means TR-FRET ratio above about 2000; further: inactives centre near 1500
RAM inhibit = inhibitors of the yeast RAM network, primary screen, dse1pr::URA3 reporter, 5-FOA selection; S. cerevisiae dse1pr::URA3 reporter, 5-FOA growth OD615, 2 d; analog-sensitive cbk1-as2 kinase mutant strain; inhibition, % at 50 µM; 190,000 tested, 1.8% active; AID 868, 2007;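 active means inhibition above a set limit, 3 SD over mean compound inhibition, cut at about 8.4% in these data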;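 further: 0% = DMSO-only wells with no growth and 100% = 10 µM 1-NA-PP1 full growth; inhibition rescues growth on 5-FOA so higher OD means more RAM inhibition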
* hit, by the source's call; / = not tested or not shown. Outcome played no part in choosing rows, and some 13% of all compounds hit somewhere here.

Fields: RAM inhibit, DTT redox prof, S1P3 antag, PPARg SRC-3 ag, TR-FRET SRC-2 ct, Lmaj promast, HMGR II inh, PPARg SRC2 recr, bIAP inhibitor, ROMK primary, PPARg SRC1 recr
CN1CC=C2C(C#N)=C(N)C(C#N)(C#N)[C@H](c3cccs3)[C@H]2C1
→ 1.5, 0.8, /, 15, 1518, 1, -8, 12, 15, -1.6, 7
Cc1c(C(=O)NCCCN2CCOCC2)sc2nc(-c3ccccc3)cn12
→ -0.2, -0.3, -24, 2, 1555, 0, -4, 5, 12, /, 1
Cc1nnc(SCC(=O)c2cc(C)n(-c3ccc4c(c3)OCO4)c2C)s1
→ 0.2, -2.6, 11, 6, 1626, 61*, 0, 11, 9, /, 1
S=c1[nH]nc(-c2cccnc2)n1/N=C/c1ccc(Br)s1
→ 1.8, -0.3, -12, 4, 1476, -1, -2, 3, -4, 0.11, 9
Cn1c(=O)c2c(nc(Br)n2CCCc2ccccc2)n(C)c1=O
→ 0.8, -5.6, -18, 6, 1569, 3, -5, -1, 6, -4.1*, -4
O=C(CCn1cnnn1)Nc1ccccc1
→ 0.6, 6.3, -16, -1, 1556, -7, -8, 0, 5, -0.061, 7
O=C(COCc1nc2ccccc2c(=O)[nH]1)NC1CCCC1
→ -1.5, -1.9, -15, -17, 1501, -2, -4, -1, -1, /, 0
CN(C(=S)NC1CCCCC1)C1(c2ccccc2Cl)CCCCC1=O (stereo not drawn)
→ 4.6, 0.4, 12, 1, 1658, 20, 4, 6, 6, /, 8
CS(=O)(=O)N1CCC(C(=O)Nc2ccc(OCc3ccccc3)cc2)CC1
→ 3.4, 2.3, -7, 9, 1588, 4, -6, 4, 4, -0.21, 4
Cc1ccsc1/C=N/NC(=O)CNC(=O)c1ccc(S(=O)(=O)N2CCOCC2)cc1
→ 2.3, -1.1, -14, -4, 1602, 32, -5, 14, -13, -0.07, 4
CCOC(=O)CC1CCCCN1Cc1cn[nH]c1-c1ccc(F)cc1F (stereo not drawn)
→ -0.1, -1.6, -11, 3, 1611, 2, -2, 1, -6, /, 7
CCOC(=O)CC1C(=O)NCCN1C(=O)c1c(F)cccc1F (stereo not drawn)
→ 3.3, 0.3, /, 3, 1570, -3, -5, 5, 13, -0.45, 0
CO/N=C/C(C#N)=C/c1cc(C(=O)c2ccccc2)cn1C
→ 2.9, -1.3, 7, 5, 1704, -4, -4, 3, -21, 1.8, 6
O=C(NCCc1ccc(Cl)cc1)c1ncn[nH]1
→ -0.7, -0.4, 2, -9, 1365, -4, -4, -2, -5, -0.095, -6
Cc1cccc(NC(=S)NC2CCCC2)n1
→ 0.8, -1.1, -18, 4, 1738, 6, 4, 8, 1, 0.31, 14
CCS(=O)(=O)N1Cc2ccccc2CC1C(=O)Nc1nnc(SCc2ccc(C#N)cc2)s1 (stereo not drawn)
→ 0.7, -0.1, -22, 0, 1431, 3, -2, -1, 20, -0.88, 4
C=CCN1C(=O)NC2(CCCCC2)C1=O
→ 1.9, -2.4, -11, 2, 1533, -8, 1, 2, 6, /, 0
COc1ccc(N2C(=O)CN=C2Nc2nc(C)cc(C)n2)cc1
→ 0.5, 2.0, /, -5, 1552, -2, -2, -7, -27, 1.1, -1
CCCCCOC(=O)C1[C@H]2C(=O)N(Cc3cccs3)C[C@]23C=C[C@H]1O3 (stereo partly drawn)
→ 0.6, -0.9, -3, 0, 1640, -12, 2, 5, -2, 0.64, 5
NS(=O)(=O)c1ccc(NC(=O)CSC2CCCCC2)cc1
→ 2.4, -0.2, -14, -2, 1550, -3, -7, -2, 16, /, -2
COc1ccc(NC(=O)CC2C(=O)N(c3ccc(OC)cc3)C(=O)N2CCc2cccs2)cc1 (stereo not drawn)
→ 0.1, 0.1, 7, -8, 1484, 9, -10, -18, -6, /, -9
Cc1oc(C(=O)O)cc1COc1ccccc1Cl
→ -0.9, 2.9, -14, -5, 1411, -4, 2, 2, 7, /, -1
N#Cc1c(Sc2ncc(C(F)(F)F)cc2Cl)nsc1C/C=N\OCc1c(F)cccc1Cl
→ 4.0, -3.4, /, 11, 1712, -5, -2, 15, 38, /, 4
Cc1cccc(C)c1NC(=O)CSc1nnc(-c2ccccc2)n1Cc1ccc2c(c1)OCO2
→ 3.2, 1.3, /, 5, 1619, 53*, 0, 3, -2, /, -4
CCOC(=O)CCC(NC(=O)c1ccc(NCN2C(=O)c3ccccc3C2=O)cc1)C(=O)OCC (stereo not drawn)
→ 0.9, 2.1, -38, 22, 1572, -6, -2, 10, 13, /, 29*
COc1ccc(CCN2CN(S(=O)(=O)c3ccccc3)c3nc4ccccc4nc32)cc1OC
→ 0.6, 0.5, 2, 3, 1549, 12, -6, -2, 11, /, 2
Cc1cc(N2C(=O)C3C4CCC(C4)C3C2=O)no1 (stereo not drawn)
→ 2.1, 0.3, -26, 1, 1620, -4, 2, 6, 4, -1.9, 10
CCC(C)NC(=O)Nc1ccc(Br)cc1 (stereo not drawn)
→ 0.4, -0.4, 13, 6, 1571, 0, -1, -6, -5, -0.9, -5
CC(=O)N(C(C)=O)c1c(C#N)c(C)n(-c2ccccc2)c1C(=O)c1ccccc1
→ 3.8, 2.4, -37, 0, 1410, 16, -4, 1, 2, /, -1
O=C(O)CCc1ncc(C(F)(F)F)cc1Cl
→ 0.0, -3.1, /, 4, 1497, -5, 1, 7, 8, /, -1
O=C(NC1CCCC1)C1CCCN1C(=O)Nc1ccc(Cl)cc1 (stereo not drawn)
→ 2.0, 1.1, -5, -1, 1794, -5, 5, 4, -1, /, 1
CCC(C)NC(=O)N[C@@H](CCSC)C(=O)OC (stereo partly drawn)
→ 0.1, 1.6, /, -4, 1527, -3, -2, 3, 4, /, 9
Cc1cc(-c2ccccc2)nc(Oc2ccc(C(C)(C)C)cc2)c1S(C)(=O)=O
→ 5.1, 2.9, /, -15, 1565, 11, -6, -4, -5, /, -8
COc1ccc(N2CCN(CCNC(=O)Nc3ccc(Cl)cc3)CC2)cc1
→ -0.5, -0.4, /, -5, 1592, 0, 1, 4, -6, /, 2
COc1ccc(N2CCN(CCCn3c(=S)[nH]c4ncccc4c3=O)CC2)cc1
→ -1.1, 0.0, /, -2, 1478, -1, -4, 7, -3, 0.69, 2
CC(C)OC(=O)c1ccccc1C(=O)c1ccc(N)c([N+](=O)[O-])c1
→ 0.8, -0.2, 9, 1, 1701, 3, -2, -1, 15, -0.22, 2
COc1ccc(C(C)=O)cc1COC(=O)c1ccc2ccccc2n1
→ 4.0, -0.3, -16, 5, 1684, -10, -3, 6, -10, 0.35, 2
O=C(CCCn1c(=O)c2ccccc2n(Cc2cccc(F)c2)c1=O)NC1CCN(Cc2ccccc2)CC1
→ 2.6, -1.1, -12, 1, 1563, 39, -3, 10, -32, -0.45, 1
O=C(COc1ccc(Cl)cc1Cl)Nc1nnc(C2=COCCO2)o1
→ 3.5, -1.4, -7, 3, 1498, -2, 0, 6, -10, 1.2, 7
COc1ccc(OC)c(CNC(=O)C2CCN(S(=O)(=O)N3CCCC3)CC2)c1
→ -0.8, 1.5, -52, 3, 1472, -3, -1, 1, -5, -1.1, 2
N=C1C(c2nc3ccccc3[nH]2)=C(O)CN1c1ccc(F)cc1
→ 1.4, 0.2, /, 10, 1451, 10, -5, 3, -57, 0.0064, 2
Cc1ccc(-c2noc(-c3ccccc3F)n2)cc1
→ 7.0, -0.2, -11, -1, 1519, -2, -3, -8, -4, -1, -4
CSc1nc(C)cc(SCCO)n1
→ 0.8, 0.2, -4, 9, 1463, -1, -4, 0, 6, -0.032, 0
CCc1cccc(NS(=O)(=O)c2ccc3c(c2)NC(=O)CC(=O)N3)c1
→ 2.7, -0.9, 2, 5, 1703, 15, -3, 9, -4, -0.28, 4
CC(C)c1ccccc1-n1c(SCC(=O)c2ccc3c(c2)NC(=O)CO3)nc2ccccc2c1=O
→ 6.6, -0.4, 5, 11, 2160*, 67*, 1, -1, -17, -0.62, 0
Cc1cccc(CSC2=NCCN2C(=O)C2CC2)c1
→ 0.3, 1.1, 13, 13, 1545, -11, 2, 4, 9, /, 11
O=C(c1ccc(CNc2c(NC3CCCCC3)c(=O)c2=O)cc1)N1CCc2ccccc21
→ 1.5, 0.2, /, -2, 1420, -4, 0, -2, -12, /, -4
COc1ccccc1N=Cc1c(C)c(C#N)c2[nH]c3ccccc3n2c1=O
→ 2.6, 0.1, -1, 4, 1589, -8, -4, 5, -1, -3.3*, 9
CCOC(=O)c1ccc(NC(=O)CCOc2ccc(C)cc2)cc1
→ 3.3, 0.6, /, 0, 1497, -3, 2, 4, -1, 0.44, 6
CCOC(=O)c1c(NC(=S)Nc2cc([N+](=O)[O-])ccc2OC)sc2c1CCCCC2
→ 3.9, 0.4, -9, 3, 1577, -4, 4, 5, 18, /, 7
O=C(OC(C(=O)NC1CCCCC1)c1ccccn1)c1cccs1 (stereo not drawn)
→ 0.9, -0.7, /, -5, 1718, 20, -1, 0, -7, /, 12
CCCCCCCCCC(=O)Nc1cccnc1
→ 0.2, -0.3, -20, 1, 1584, -9, 10*, 2, 9, /, 2
CC1CN(C(=O)c2cc3cc([N+](=O)[O-])ccc3oc2=O)CC(C)O1 (stereo not drawn)
→ 1.2, -0.4, -12, -5, 1301, -2, 2, -3, 16, -0.45, -6
COc1ccc(-c2cc(C(F)F)n3ncc(C(=O)Nc4ccc(C(=O)N5CCOCC5)cc4)c3n2)cc1
→ 6.0, 1.6, 3, 5, 1570, -3, 0, -1, 4, 0.091, 9
O=C(NCC1CCCO1)c1cc2ccccc2nc1Cl (stereo not drawn)
→ 0.4, -3.6, -31, -2, 1407, -10, -6, 7, 24, -0.72, -2
Cc1ccc(S(=O)(=O)c2ccc(-n3nc(C)cc3N)cc2)cc1
→ 0.7, -0.1, -17, 4, 1748, -9, -5, 1, 2, 1, 2
COc1ccc(C(=O)Nc2ccc(S(=O)(=O)NCc3ccco3)cc2)cc1OC
→ 4.2, 0.6, -19, 7, 1863, -2, 4, 1, 4, /, 6
O=C(C[n+]1cccc(NC(=O)c2ccccc2)c1)c1ccccc1
→ 1.2, -1.7, /, 11, 1356, 3, 0, 5, 36, /, 5
CCC(Sc1nc(C)cc(=O)[nH]1)C(=O)Nc1sc2c(c1C#N)CCCC2 (stereo not drawn)
→ 5.5, -0.9, -26, 1, 1554, -6, -2, -3, 5, -0.6, 5
O=C(CSc1nnc(Cc2ccccc2)n1-c1ccc(Cl)cc1)N1CCOCC1
→ 1.9, 0.9, -6, -6, 1650, -3, -3, 10, -3, 0.24, 4
COc1ccc(C(=O)Nc2ncc3c(n2)CC(C)CC3=O)cc1 (stereo not drawn)
→ -0.4, 0.0, 6, 2, 1618, -3, 0, 5, 0, 0.99, 12
